# From PubChem BioAssay
# Akt phos inh: blocks phosphorylation of Akt. Neuro2A IGF-stimulated pAkt S473 HTRF, 20 min; stronger effect = lower value. activity change, % for hits at 50 µM. 360,000 tested, 0.32% active; in the data active means activity change below about -80%; inconclusive means mostly about -51% to -80%; further: on the % scale 0 is the no-effect control and ±100 the full control effect
#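 Neuro2A cells (4,500/well, DMEM with 0.5% FBS) were treated with compound at a single 50 µM final concentration, stimulated with 6 nM IGF for 20 min at 37 °C, and lysed. Phospho-Akt Ser473 was read by HTRF as 665/615 ratio ×10^4.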
# GLP-1R inv ag: inverse agonists of human GLP-1 receptor | Potency, µM (titrated, usually from 38.3 µM), for the others: at the top dose activity change, negative = inhibition, actives largely listed as inhibitors | 410,000 tested, 1.6% active | HEK293 GLP-1R CRE-luciferase, luminescence, 24 h; GLP-1R form is constitutively active; further: potency means the concentration at half of the fitted maximal effect; on the % scale 0 is the no-effect control and ±100 the full control effect; nearly all actives have a fitted effect of over 55% in size
# Target sequence (P43220 whole entry, looked up): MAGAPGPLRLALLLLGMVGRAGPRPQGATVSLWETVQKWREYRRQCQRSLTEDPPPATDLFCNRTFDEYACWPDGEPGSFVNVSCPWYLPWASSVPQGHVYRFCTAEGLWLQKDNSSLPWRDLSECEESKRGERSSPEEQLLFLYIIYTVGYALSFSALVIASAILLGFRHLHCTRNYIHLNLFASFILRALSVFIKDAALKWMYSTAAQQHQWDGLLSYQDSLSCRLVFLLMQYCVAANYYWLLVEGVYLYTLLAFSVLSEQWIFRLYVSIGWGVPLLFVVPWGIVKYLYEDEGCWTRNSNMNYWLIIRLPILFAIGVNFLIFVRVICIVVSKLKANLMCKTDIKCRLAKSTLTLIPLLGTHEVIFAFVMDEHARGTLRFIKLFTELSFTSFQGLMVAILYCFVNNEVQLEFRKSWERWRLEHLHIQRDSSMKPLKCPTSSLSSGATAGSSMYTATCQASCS
#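 Luminescence readout: a drop in cAMP-driven luciferase signal flags inverse agonism at a constitutively active GLP-1R stably expressed in HEK293. Compound exposure lasted 24 hr at 37 deg C, 5% CO2.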
# D3 antag: D3 dopamine receptor (human) antagonism; P35462; D3R cells, DiscoveRx beta-arrestin luminescence, antagonist mode; stronger effect = lower value; AID 652054; max response, negative = inhibition, %; 360,000 tested, 2.5% active; in the data active means max response below about -50%; inconclusive means no clear call, values can overlap the other calls; further: on the % scale 0 is the no-effect control and ±100 the full control effect; mostly tested at two doses, the higher about 12 µM
# Target sequence (P35462 whole entry, looked up): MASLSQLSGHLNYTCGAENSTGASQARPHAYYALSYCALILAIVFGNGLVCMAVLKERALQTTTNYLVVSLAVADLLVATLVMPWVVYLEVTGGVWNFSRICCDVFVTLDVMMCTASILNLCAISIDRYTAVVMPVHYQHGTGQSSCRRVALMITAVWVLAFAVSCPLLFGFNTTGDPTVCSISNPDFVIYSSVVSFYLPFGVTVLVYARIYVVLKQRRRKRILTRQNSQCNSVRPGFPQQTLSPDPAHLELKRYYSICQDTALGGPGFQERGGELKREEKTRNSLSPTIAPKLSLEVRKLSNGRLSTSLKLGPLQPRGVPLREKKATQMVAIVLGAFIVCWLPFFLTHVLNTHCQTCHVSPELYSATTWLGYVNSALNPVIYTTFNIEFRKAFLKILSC
#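 Cells plated overnight at 1500 cells/well, then exposed to library compounds with dopamine controls for 90 minutes at 37 degrees C. DiscoveRx reagent added for 30–60 minutes at room temperature; luminescence read, quantitative HTS format.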
# GLP-1R agonist: activates the human GLP-1 receptor; P43220; HEK293 GLP-1R CRE-luciferase, luminescence, 4-6 h; cells express a hypersensitive GLP-1R form; Potency, µM (doses to about 45.6 µM), inactives show top-dose activation, usual class: activators; 380,000 tested, 0.007% active; AID 624172; further: potency means the concentration at half of the fitted maximal effect; % of control where 0% means no effect
# PTHR1 ag: activates the human parathyroid hormone receptor PTHR1; Potency, µM (top dose mostly 115 µM), for inactives: top-dose activation, actives largely listed as activators; Q03431; 410,000 tested, 0.075% active; HEK293 GP2 PTHR1 cells, GloSensor cAMP luminescence, 1 h; further: potency means the concentration at half of the fitted maximal effect; nearly all actives have a fitted effect of over 55% in size; some results filed as inactive show a strong effect at the top dose; inactives centre near -15; many of its hits are not listed in these tables
#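 HEK-293-derived GP2 cells expressing PTHR1 and a GloSensor cAMP reporter, 3,000/well, plated overnight, given luciferin plus IBMX (each 0.5 mM as added) for 1 h at 37 °C, then compound for 1 h at 37 °C. Luminescence was read after 15 min at room temperature.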
# FUS yeast rescue: rescues growth of FUS-expressing yeast. S. cerevisiae FUS-expressing, growth rescue, OD600, 24 h. 390,000 tested, 0.24% active. Potency, µM (series often up to 76.6 µM), for the others: top-dose growth rescue (activation), usual class: activators;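 further: potency means the concentration at half of the fitted maximal effect; plate controls were DMSO vehicle for no effect and reference control for full effect; nearly all actives have a fitted effect of over 55% in size; some results filed as inactive show a strong effect at the top dose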
#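 Read-out: OD at 600 nm after 24hr at 30C, reporting rescue of FUS-induced yeast toxicity. Cells at OD 0.005 in galactose (2%) minimal medium; compounds tested in a dilution series; CP55940 titration from 92uM final as control.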
# TDP43 rescue: inhibitors of TDP-43 toxicity in yeast; Potency, µM (series often up to 46.1 µM), for inactives: at the highest dose growth rescue (activation), hits mostly activators; TDP-43 expressing yeast growth rescue, BacTiter-Glo, 24 h; AID 652104; 410,000 tested, 1.8% active; further: potency means the concentration at half of the fitted maximal effect; % of control where 0% means no effect; nearly all actives have a fitted effect of over 50% in size
#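 Yeast expressing TDP-43 (pregrown in raffinose, seeded at OD600=0.02 in galactose medium) exposed to compounds 24 hr at 30 deg C. Growth read by BacTiter-Glo luminescence; rescue of toxicity appears as increased signal.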
# aSyn yeast inh: inhibitors of alpha-synuclein toxicity in yeast; Potency, µM (top dose mostly 46.1 µM), without a hit: top-dose growth rescue (activation), most hits filed as activators; 370,000 tested, 0.14% active; Yeast expressing alpha-synuclein, growth rescue, BacTiter-Glo, 24 h; further: potency means the concentration at half of the fitted maximal effect; % of control where 0% means no effect; nearly all actives have a fitted effect of over 65% in size
#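 Rescue of yeast growth: cells expressing toxic alpha-synuclein, induced in galactose at OD600 0.02, incubated with compound 24 h at 30 C. ATP luminescence quantified growth; inhibitors of toxicity appear as activators.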
# Abeta rescue: compounds reversing amyloid beta toxicity in yeast | yeast expressing A-beta42, growth rescue, OD600, 48 h; response scale: 0% DMSO, 100% iron-clioquinol control | Potency, µM (series often up to 46.1 µM), inactives show at the highest dose growth rescue, hits mostly activators | 410,000 tested, 0.063% active; further: potency means the concentration at half of the fitted maximal effect; nearly all actives have a fitted effect of over 55% in size
#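 Yeast A-beta toxicity model in growth medium with pinned compounds, 48 h at 30 C; growth read as absorbance at 600 nm. Normalized to FeCl3/clioquinol equimolar mix (positive) and DMSO (negative).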
# * hit, by the source's call; i = inactive; ? = inconclusive; . = no result given; & = joins results of further samples; [ ] = another dose, or the depositor's remark. Unless noted, the call rests on the fitted dose curve; in most records, active means well fitted curve in the direction sought with a large enough effect; inconclusive means small, poorly fitted or top-dose-only effect, or another doubt; inactive means no such curve, though single readings can be large; an effect the other way counts as inactive or inconclusive.
1. COCc1ccc(CN2CCCC(C(=O)c3sccc3C)C2)o1 (centres undefined)
2. O=C(CCCc1ccc(N(CCCl)CCCl)cc1)NCc1ccccc1
3. CC(C)(C)C(=O)N1Cc2cc(-c3cccc(F)c3)ccc2-n2nncc2C1
4. COc1cc2c(c(OC)c1OC)-c1ccc(C(=O)O)cc1[C@@H](NC(C)=O)CC2
5. CCc1ccc(N2C(=O)NC(=O)/C(=C\c3cccn3CCOc3ccc(C(C)C)cc3)C2=O)cc1
6. CCN(CC)P(=O)(Nc1ccc(Br)cc1)c1c(C)nn(CCC#N)c1NC(=O)c1ccc(Cl)cc1 (centres undefined)
7. C[C@]12CCC(OC(=O)CCC(=O)O)CC1=CCC1C2CC[C@]2(C)C(=O)CCC12 (some centres undefined)
8. c1cncc(C2CC(c3cccs3)n3ncnc3N2)c1 (centres undefined)
9. O/N=C1/C(=C\c2ccccc2)N2CCC1CC2
10. CCOC(=O)[C@]12Cc3cc(Cl)ccc3[C@H]1N(C)C(=O)c1ccccc12
Assay by compound	1	2	3	4	5	6	7	8	9	10
Akt phos inh	i	i	i	.	i	i	i	i	i	i
GLP-1R inv ag	?	-14%	13%	.	?	?	57%[activator]	-23%	?	21%
D3 antag	?	-17	9	.	-2	-9	-6	-2	3	19
GLP-1R agonist	18%	5%	13%	-3%	-5%	4%	12%	5%	3%	-10%
PTHR1 ag	-11%	-9%	-12%	i	-20%	-13%	-1%	-1%[57.5 µM]	i	-81%[inhibitor]
FUS yeast rescue	-8%	-5%	-11%	8%	.	42%	20%	-10%	10%	12%
TDP43 rescue	-2%	-2%	22%	.	18%	-14%	-13%	-13%	-25%	0%
aSyn yeast inh	2%	-2%	-2%	.	7%	-2%	7%	-2%	-2%	?
Abeta rescue	1%	3%	-15%	-15%	12%	3%	4%	13%	-11%	-41%[inhibitor]

11. CC(O)C1C=CC=CC(=O)OC2CC3OC4C5OC5(C)C(O)CC4(COC(=O)C(O)C(C)CCO1)C2(C)C31CO1 (centres undefined)
12. CCC(C)C1(CC)C(=O)NC(=O)N=C1N (centres undefined)
13. C[N+]12CCC(CC1)C(C(O)(c1ccccc1)c1cccs1)C2 (centres undefined)
14. O=C(NCc1ccc(C(=O)N2CCC3(CC2)OCCO3)cc1)c1ccc2c(c1)OCO2
15. O=C1/C(=C\c2cc3c(cc2Cl)OCO3)N2CCC1CC2
16. COc1ccc(C(O)c2ccccc2OP(=O)(N(C)C)N(C)C)cc1 (centres undefined)
17. COc1cc(/C=C/C(=O)c2c(O)n(CCc3ccccc3)c(=O)[nH]c2=O)ccc1O
18. Cc1ccsc1C(=O)C1CCCN(Cc2cnc(N3CCCC3)s2)C1 (centres undefined)
19. O=C1NC(=O)N(c2ccc(F)cc2)C(=O)/C1=C/c1ccsc1
20. CCOP(=O)(OCC)C(O)c1ccc(OC)cc1 (centres undefined)
Assay by compound	11	12	13	14	15	16	17	18	19	20
Akt phos inh	i	i	i	i	i	i	i	i	i	i
GLP-1R inv ag	?	-1%	-1%	10%	-3%	-27%	?	?	1%	6%
D3 antag	-19	7	-5	9	?	-16	-16	-79*	0	6
GLP-1R agonist	-14%	-2%	1%	0%	0%	1%	-2%	20%	6%	2%
PTHR1 ag	i	-25%	-10%[57.5 µM]	i	-15%	i	-33%[inhibitor]	-11%	i	-4%
FUS yeast rescue	.	-5%	3%	14%	.	.	?	6%	20%	-1%
TDP43 rescue	19%	4%	-17%	-26%	19%	25%	-9%	-10%	-3%	-13%[1.82 µM]
aSyn yeast inh	-4%	1%	1%	-8%	-7%	5%	-52%[inhibitor]	-6%	-2%	-6%
Abeta rescue	7%	1%	5%	-11%	6%	9%	-66%[inhibitor]	-3%	14%	25%

# Laid out differently: results already given.
# Each structure is followed by: Akt phos inh | GLP-1R inv ag | D3 antag | GLP-1R agonist | PTHR1 ag | FUS yeast rescue | TDP43 rescue | aSyn yeast inh | Abeta rescue
(12) CCC(C)C1(CC)C(=O)NC(=O)N=C1N (centres undefined)
    i | -1% | 7 | -2% | -25% | -5% | 4% | 1% | 1%
(13) C[N+]12CCC(CC1)C(C(O)(c1ccccc1)c1cccs1)C2 (centres undefined)
    i | -1% | -5 | 1% | -10%[57.5 µM] | 3% | -17% | 1% | 5%
(14) O=C(NCc1ccc(C(=O)N2CCC3(CC2)OCCO3)cc1)c1ccc2c(c1)OCO2
    i | 10% | 9 | 0% | i | 14% | -26% | -8% | -11%
(15) O=C1/C(=C\c2cc3c(cc2Cl)OCO3)N2CCC1CC2
    i | -3% | ? | 0% | -15% | . | 19% | -7% | 6%

# (cont.)
21. O=S1(=O)N(CCN2CC=C(c3c[nH]c4cc(F)ccc34)CC2)c2cccc3c2N1CCC3
22. CC(C)OCCCNC(=O)c1c(N)n(Cc2cccs2)c2nc3ccccc3nc12
23. C=CCN1CC[C@]23c4c5ccc(O)c4O[C@H]2C(=O)CC[C@@]3(O)[C@H]1C5
24. CC(C)CC(=O)Nc1ccc(C(=O)Cn2c(=O)oc3ccccc32)cc1
25. CC12CN3CN(C1)CC(C)(C3)C2=NO
26. Cc1ccc(CN(C)C(=O)c2cccc(S(=O)(=O)N3CCN(c4ccccc4)CC3)c2)cc1
27. C[C@]12CCC3C(CC[C@H]4C[C@H](O)CC[C@]34C)C1C[C@H](O)[C@H]2O (some centres undefined)
28. CCOc1ccccc1NC(=O)c1ccccc1N(C)S(=O)(=O)c1ccc(C)cc1
29. Cc1cccc(C)c1OC(=O)Cc1ccccc1
30. O=C1OC(c2ccc([N+](=O)[O-])cc2)=N/C1=C/N1CC2CC(C1)c1cccc(=O)n1C2 (centres undefined)
Assay by compound	21	22	23	24	25	26	27	28	29	30
Akt phos inh	i	i	i	i	i	i	i	i	i	i
GLP-1R inv ag	?	11µM*	-1%&15%	?	3%	?	-15%	?	-13%	1%
D3 antag	-101*	71	8&24	-25	-5	0	9	18	-8	-13
GLP-1R agonist	-4%	-10%	-6%&16%	-5%	0%	21%	9%	24%	8%	-4%
PTHR1 ag	i	-25%[57.5 µM]	-17%	-6%	i	-29%	-1%	i	-5%	9%
FUS yeast rescue	30%	?	-28%&-34%	6%	.	.	3%	27%	-3%	6%
TDP43 rescue	4%	-14%	0%	-7%	2%	?	3%	8%	-19%	-1%
aSyn yeast inh	-18%&-13%	1%	-1%&7%	-3%	-1%	15%	8%	5%	0%	-4%
Abeta rescue	17%	8%	17%&-3%	-3%	4%	-1%	20%	11%	-13%	0%

31. C[C@H]1C[C@@H](C)C(=O)[C@@H]([C@H](O)CC2CC(=O)NC(=O)C2)C1
32. COc1ccc(-n2nnnc2C(C2CC2)N2CCC3(CC2)C(=O)NCN3c2ccccc2)cc1 (centres undefined)
33. Cc1ccc(S(=O)(=O)N(c2cc(Cl)c(O)c(Cl)c2)P(=O)(OC(C)C)OC(C)C)cc1
34. COC(=O)C1=C(c2ccc(OC)c(OC)c2)C[C@@H]2CC[C@H]1N2C(=O)NCCc1ccccc1
35. CN1CCN(c2ccc([N+](=O)[O-])cc2Cl)CC1
36. CN1C(=O)N(C)C(=O)C2(Cc3ccccc3N3CCOCC32)C1=O (centres undefined)
37. Brc1ccc(Oc2cc(Br)c(Br)cc2Br)c(Br)c1
38. CCn1c(=O)oc2cc(NC(=O)CCl)ccc21
39. COc1ccc(-c2nc3ccccc3o2)cc1NC(=O)Cc1ccc(Cl)cc1
40. CCn1cc(C(=O)NCCc2ccc(OC)c(OC)c2)c(=O)c2cc(S(=O)(=O)N(C)C3CCCCC3)ccc21
Assay by compound	31	32	33	34	35	36	37	38	39	40
Akt phos inh	i	i	i	i	i	i	i	i	.	.
GLP-1R inv ag	?	9%	-6%	-14%	?	-22%	-11%	?	39%[activator]	?
D3 antag	12	?	-1	41	-21	7	-6	1	.	.
GLP-1R agonist	-8%	7%	-1%	-6%	0%	-7%	3%	2%	-2%	-1%
PTHR1 ag	-11%	-19%	-16%	-13%	?	i	-25%	i	i	-4%
FUS yeast rescue	-15%	-11%	-7%	-4%	9%	3%	-29%	11%	2%	?
TDP43 rescue	-91%[inhibitor]	18%	21%	15%	-8%	2%	0%	?	7%	6%
aSyn yeast inh	-81%[inhibitor]	2%	7%	-6%	1%	0%	-18%	8%	-3%	.
Abeta rescue	?	-1%	2%	-4%	-8%	5%	-25%	-19%	-4%	10%

41. COc1ccc(NP2(=O)OCC(C)(N)CO2)cc1 (centres undefined)
42. Cn1cc([N+](=O)[O-])c(C(=O)Nc2ccc3c(C(F)(F)F)cc(=O)oc3c2)n1
43. CC1CCN(C(=O)C(C)Cl)CC1 (centres undefined)
44. O=c1[nH]c(=O)n(CCC2=CCCCC2)c(O)c1/C=N/Nc1ccccc1
45. CC12CN3CC(C)(CN(C1)C3c1ccncc1)C2=O (centres undefined)
46. COc1cc(C(=O)OC2C[C@H]3CC[C@@H](C2)N3)ccc1O (some centres undefined)
47. O=C(c1ccco1)N1CCN(C(=O)c2ccc(COc3ccc(Cl)cc3Cl)o2)CC1
Assay by compound	41	42	43	44	45	46	47
Akt phos inh	i	i	i	i	i	i	i
GLP-1R inv ag	9%	187%[activator]	18%[0.307 µM]	?	-1%	-30%	42%[activator]
D3 antag	-2	-8	12	-2	11	-16	12
GLP-1R agonist	0%	14%	-13%	-5%	3%	3%	26%
PTHR1 ag	i	i	i	-15%	18%[57.5 µM]	-11%	-20%
FUS yeast rescue	.	13%	-6%	?	-5%	-10%	?
TDP43 rescue	-1%	23%	-8%	-3%	3%	7%	?
aSyn yeast inh	0%	0%	4%	-4%	-7%	-8%	10%
Abeta rescue	5%	0%	-2%	14%	-1%	-10%	3%

# A portion of the library; rates above refer to the full screens.
